From PubChem
CHRM5 antagonist: blocks acetylcholine activation of human M5 receptor; P08912; CHO-hM5 cells, Fluo-8 calcium fluorescence, ACh EC80; inhibition, % at 3 µM; actives 0.59% (n = 360,000);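 active = inhibition above a per-plate cutoff, the mean of that plate's test compounds plus 3 SD, cut at about 27% in these data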;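 note: 0% = acetylcholine EC80 with DMSO and 100% = DMSO without agonist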
CHRM4 agonist: CHRM4 agonism in calcium assay; actives 0.14% (n = 360,000); P08173; activation, % at 3 µM; CHO-K1 hM4/Gqi5, Fluo-8 calcium fluorescence; vehicle 0%, full acetylcholine response 100%;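 active = activation above the run mean over all test wells plus 3 SD, cut at about 32% in these data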;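 note: peak over basal fluorescence ratio per well then scaled between controls; 0% = DMSO wells and 100% = acetylcholine at EC100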
Target sequence (P08173 whole entry, looked up): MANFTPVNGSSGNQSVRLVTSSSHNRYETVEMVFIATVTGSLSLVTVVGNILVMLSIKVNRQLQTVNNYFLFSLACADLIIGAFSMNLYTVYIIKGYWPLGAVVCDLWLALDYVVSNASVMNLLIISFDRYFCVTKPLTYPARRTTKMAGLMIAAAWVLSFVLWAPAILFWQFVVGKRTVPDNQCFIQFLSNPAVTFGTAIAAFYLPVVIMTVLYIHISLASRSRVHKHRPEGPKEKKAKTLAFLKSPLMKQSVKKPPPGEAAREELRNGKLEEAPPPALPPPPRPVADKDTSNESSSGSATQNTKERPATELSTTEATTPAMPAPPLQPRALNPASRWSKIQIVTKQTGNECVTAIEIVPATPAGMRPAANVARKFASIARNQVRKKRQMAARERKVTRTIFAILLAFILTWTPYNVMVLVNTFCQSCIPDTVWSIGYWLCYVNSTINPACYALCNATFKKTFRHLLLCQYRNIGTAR
M1 PAM: positive allosteric modulators of human M1 muscarinic receptor; P11229; CHO-K1 hM1, Fluo-8 calcium fluorescence, ACh EC20; 0% = ACh EC20, 100% = maximal ACh; activation, % at 3 µM; actives 0.088% (n = 360,000); AID 588819; in the data active = activation above about 19%, passing the limit was not always enough
Target sequence (P11229 whole entry, looked up): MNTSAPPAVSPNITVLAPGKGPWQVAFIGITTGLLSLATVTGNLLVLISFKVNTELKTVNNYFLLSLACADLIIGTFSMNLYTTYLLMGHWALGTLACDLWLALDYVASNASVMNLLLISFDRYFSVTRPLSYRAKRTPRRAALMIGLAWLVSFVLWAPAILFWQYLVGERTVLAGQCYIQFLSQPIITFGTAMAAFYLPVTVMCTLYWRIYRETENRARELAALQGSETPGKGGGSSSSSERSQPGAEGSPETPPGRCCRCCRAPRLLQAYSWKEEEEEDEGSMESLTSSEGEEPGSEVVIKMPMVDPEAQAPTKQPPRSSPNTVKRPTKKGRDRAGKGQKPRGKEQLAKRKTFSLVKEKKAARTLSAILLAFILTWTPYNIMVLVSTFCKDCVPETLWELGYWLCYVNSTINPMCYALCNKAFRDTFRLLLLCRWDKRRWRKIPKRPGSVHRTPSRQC
M4 PAM: potentiates acetylcholine response at human M4 receptor. P08173. CHO-K1 hM4/Gqi5, Fluo-8 calcium fluorescence, ACh EC20; 0% = ACh EC20, 100% = maximal ACh. activation, % at 3 µM. actives 0.4% (n = 360,000). AID 624126;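 active = activation above its plate's cutoff, the mean activation of sample wells plus 3 SD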; note: some results filed as inactive read as strong as hits
CHRM4 antagonist: blocks acetylcholine activation of human M4 receptor. CHO-hM4 cells, ACh EC80, Fluo-8 calcium fluorescence. actives 0.73% (n = 360,000). inhibition, % at 3 µM. AID 624125;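 active = inhibition above its plate's cutoff, the mean inhibition of sample wells plus 3 SD, cut at about 27% in these data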;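 note: 0% = acetylcholine EC80 with DMSO and 100% = DMSO without agonist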
M1 antag: human CHRM1 antagonism; P11229; AID 588852; inhibition, % at 3 µM; actives 1.3% (n = 360,000); CHO-K1 hM1, Fluo-8 calcium fluorescence, ACh EC80 antagonist;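 active = percent inhibition above its own plate's cutoff, namely the mean of that plate's compound wells plus 3 SD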;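 note: peak over basal fluorescence ratio during 140 s after agonist addition; 0% = ACh EC80 plus DMSO and 100% = DMSO alone without agonist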
CRFR2-BP ag: CRF-BP/CRF-R2 complex agonism. HEK293 CRF-R2/CRF-BP, calcium dye fluorescence (FLIPR); percent of saturating CRF peptide response. activation, % at 13.2 µM. actives 0.46% (n = 350,000);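 active = activation of at least 50%, plus an integration ratio under a set limit after plate pattern correction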;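 note: plate controls were neutral control wells without compound for no effect and CRF at EC100 for full effect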
CHRM5 PAM: potentiates acetylcholine response at human M5 receptor. P08912. CHO-K1 hM5, Fluo-8 calcium, ACh EC20 PAM; 0% = ACh EC20, 100% = ACh EC100. activation, % at 3 µM. actives 0.3% (n = 360,000). AID 624038;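 active = activation above the run cutoff, the mean activation of all test compounds plus 3 SD, cut at about 18% in these data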
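Replicates: One well per compound, no replicates | System: Human M5 receptor in CHO-K1 cells | Benchmarks: Low control EC20 acetylcholine (0%), high control EC100 acetylcholine (100%) | Probe or stimulus: Acetylcholine, EC20 level | Times: Fluo-8 loading 80 min at 37 °C plus 30 min room temperature | Signal: Intracellular calcium via Fluo-8 fluorescence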
M5 ag: CHRM5 agonism in calcium assay; P08912; CHO-K1 hM5 cells, Fluo-8 calcium fluorescence; 0% DMSO wells, 100% maximal acetylcholine response; activation, % at 3 µM; actives 0.19% (n = 360,000); AID 624037;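 active = activation above the run's mean over test compounds plus 3 SD, cut at about 23% in these data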;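 note: signal is peak over basal fluorescence ratio across the kinetic read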
Starred values were filed as active, the others as inactive; · = not tested or not shown; & = joins results of further samples.

(1) COCCN1C(=O)COc2ccccc2C1C(=O)NC1CCCC1 (stereo not drawn)
(2) O=C(CCNc1ccc(F)c(Cl)c1)c1ccco1
(3) CN(C)c1cccc(C(=O)N2CCC(n3nccc3NC(=O)C3CCOC3)CC2)c1 (stereo not drawn)
(4) COc1ccc(S(=O)(=O)NCC(=O)NCc2cc(=O)n(C)c(=O)n2C)cc1
(5) CC(=O)c1c(C)[nH]c(C(=O)Nc2cccc(C)c2C)c1C
(6) c1ccc2nc(-c3ccc(-n4ccnc4)cc3)ccc2c1

Assay by compound,1,2,3,4,5,6
CHRM5 antagonist,-11,3,8,-13,12,5
CHRM4 agonist,0,3,1,0,3,8
M1 PAM,·,17,0,9,6,7
M4 PAM,16,2,2,7,1,-4
CHRM4 antagonist,-10,-1,-3,3,-6,-1
M1 antag,·,-21,-3,-3,-3,-7
CRFR2-BP ag,·,-1.9,-0.9,-0.9,-0.7,-2.2
CHRM5 PAM,4,-8,2,10,-2,-7
M5 ag,0,1,-5,-3,-2,2

(7) N#Cc1cc(-c2ccccc2)nc(N2CCNCC2)n1
(8) Cc1[nH]nc2cn[nH]c12
(9) COc1cc(/C=N/NC(=O)Cn2ccc(C(F)(F)F)n2)cc(OC)c1OC
(10) N#CCC(=O)NNC(=S)Nc1ccccc1C(F)(F)F
(11) O=C(c1ccc(F)cc1)N1CCC(C(=O)N2CCN(c3ncccn3)CC2)CC1
(12) CN1c2ccc(Cl)cc2C(=O)NC1C1CC=CCC1 (stereo not drawn)

Assay by compound,7,8,9,10,11,12
CHRM5 antagonist,11,-3,7,-3,-2,0
CHRM4 agonist,1,1,2,1,2,0
M1 PAM,2,6,5,5,6,-9
M4 PAM,-5,1,-4,2,18,0
CHRM4 antagonist,0,-15,5,-1,-1,10
M1 antag,-16,-5,-4,-5,-15,22
CRFR2-BP ag,-3.1,-2.3,-1.8,0.2,-0.9,1.3
CHRM5 PAM,-7,-6,-4,-3,0,0
M5 ag,-10,0,-4,-4,3,1

(13) C=CCNc1nc(N)c([N+](=O)[O-])c(NCc2ccccc2)n1
(14) Nc1nc(-c2ccc(Cl)cc2)c(S(=O)(=O)c2ccccc2)s1
(15) CCN1CCN(CCC(=O)Nc2ccc(C)cc2)CC1
(16) COc1ccc(-c2noc([C@@H]3O[C@H](CO)[C@H](O)[C@H](O)[C@H]3O)n2)cc1OC
(17) COc1cccc2c1NC(C(=O)O)C1CC=CC21 (stereo not drawn)
(18) COc1ccc(N(CC(=O)Nc2ccc(Cl)cc2)S(=O)(=O)c2c(C)n[nH]c2C)cc1

Assay by compound,13,14,15,16,17,18
CHRM5 antagonist,1,-6,10,-2,-1,3
CHRM4 agonist,3,1,0,1,8,6
M1 PAM,2,0,0,8,5,2
M4 PAM,8,7,-5,0,-15,0
CHRM4 antagonist,-19,-2,2,-20,-6,-2
M1 antag,6,-2,-11,-5,-8,-3
CRFR2-BP ag,-1.4,-1.6,-1.9,·,0.9,0.4
CHRM5 PAM,-1,11,-1,-8,-7,-5
M5 ag,1,-5,-5,1,2,-4

(19) Cc1ccc(Nc2ncnc3nc[nH]c23)cc1Cl
(20) CCn1c(SCC(=O)Nc2c(C#N)cnn2-c2ccccc2)nnc1-c1cccs1
(21) COc1ccc2ccccc2c1/C=N/NC(=S)NCCN1CCOCC1
(22) O=C(O)c1ccc(Cl)c(S(=O)(=O)N(Cc2ccccc2)c2ccc(F)cc2)c1
(23) O=C(Nc1cccc(S(=O)(=O)N2CCCC2)c1)c1ccncc1
(24) CSC1=C(C#N)C2(CCCCC2)C(C(=O)Nc2ccccc2)=C(C)N1

Assay by compound,19,20,21,22,23,24
CHRM5 antagonist,0,5,5,6,-11,11
CHRM4 agonist,3,3,2,-1,5,3
M1 PAM,4,6,9,7,-9,6
M4 PAM,-1,-6,0,-1,2,-7
CHRM4 antagonist,-3,3,-10,-1,-5,-1
M1 antag,-8,-6,-10,-7,0,-12
CRFR2-BP ag,1.1,0.6,-0.9,-4.8,-0.6,-0.1
CHRM5 PAM,-5,3,1,-3,0,-4
M5 ag,0,0,-2,-2,-1,-5

Full records as entered above.
COc1ccc(N(CC(=O)Nc2ccc(Cl)cc2)S(=O)(=O)c2c(C)n[nH]c2C)cc1 is listed with CHRM5 antagonist = 3; CHRM4 agonist = 6; M1 PAM = 2; M4 PAM = 0; CHRM4 antagonist = -2; M1 antag = -3; CRFR2-BP ag = 0.4; CHRM5 PAM = -5; M5 ag = -4
O=C(O)c1ccc(Cl)c(S(=O)(=O)N(Cc2ccccc2)c2ccc(F)cc2)c1 is listed with CHRM5 antagonist = 6; CHRM4 agonist = -1; M1 PAM = 7; M4 PAM = -1; CHRM4 antagonist = -1; M1 antag = -7; CRFR2-BP ag = -4.8; CHRM5 PAM = -3; M5 ag = -2

Additional results
(25) COc1cc(OC)cc(C(=O)Nc2ccc(N3CCN(C(=O)c4cccs4)CC3)cc2)c1
(26) O=C(c1c(Cl)cccc1Cl)N1CCCCCC1
(27) O=C(Nc1ccon1)c1cccc(Cl)c1
(28) O=C(Cc1ccc(S(=O)(=O)N2CCOCC2)s1)NCC(=O)Nc1ccccc1Br
(29) CC(C)(C)OC(=O)N1CCC(CC2CC(c3ccc(Cl)cc3)=NO2)(C(=O)NCC2CCCCC2)CC1 (stereo not drawn)
(30) CCOC(=O)C1=C(O)C(=O)N(c2ccc(S(N)(=O)=O)cc2)C1c1ccc(OC)cc1OC (stereo not drawn)

Assay by compound,25,26,27,28,29,30
CHRM5 antagonist,-4,5,-3,-2,9,-7
CHRM4 agonist,7,1,1,3,1,0
M1 PAM,-8,10,-5,6,19,0
M4 PAM,-2,13,-5,0,7,11
CHRM4 antagonist,-2,-12,6,7,-3,-1
M1 antag,3,-27,4,-3,7,7
CRFR2-BP ag,-1.5,0.3,0.2,-2.1,1.3,-0.9
CHRM5 PAM,-5,7,-4,3,9,5
M5 ag,0,2,2,-2,5,-2

Only CHRM4 agonist, M4 PAM and M1 PAM, for two of the compounds above:
| entry | structure | CHRM4 agonist | M4 PAM | M1 PAM |
| --- | --- | --- | --- | --- |
| 30 | CCOC(=O)C1=C(O)C(=O)N(c2ccc(S(N)(=O)=O)cc2)C1c1ccc(OC)cc1OC (stereo not drawn) | 0 | 11 | 0 |
| 25 | COc1cc(OC)cc(C(=O)Nc2ccc(N3CCN(C(=O)c4cccs4)CC3)cc2)c1 | 7 | -2 | -8 |

(list continues)
(31) Cc1cccc(OCc2nnc(SCC(=O)Nc3ccc(C)c(C)c3)o2)c1
(32) O=C(Cc1cccc(NC(=O)C2CCCN(C(=O)CCc3ccccc3)C2)c1)Nc1cccc(C(=O)N2CCCC2)c1 (stereo not drawn)
(33) O=c1cc(C(F)F)oc2c1ccc1ccccc12
(34) CCCC(=O)N(Cc1cc2cc(C)ccc2[nH]c1=O)c1ccccc1OC
(35) COc1cccc(-n2c(Cc3cc(=O)[nH]c(=O)[nH]3)nnc2SCC(=O)N2CCCCCC2)c1
(36) CCCSc1nc2sc3c(c2c(=O)[nH]1)CC(C)CC3 (stereo not drawn)

Assay by compound,31,32,33,34,35,36
CHRM5 antagonist,2,6,-2,-4,2,2
CHRM4 agonist,1,0,1,1,2,0
M1 PAM,-12,6,7,9,-7,10
M4 PAM,6,11,3,-1,2,1
CHRM4 antagonist,-8,0,-3,-2,-7,2
M1 antag,14,-10,-2,-10,1,-6
CRFR2-BP ag,-1.1,-2.9,-0.7,-0.6,10.0,1.6
CHRM5 PAM,-4,9,1,2,-7,2
M5 ag,2,0,-5,2,-2,-1

(37) CCN1CCN(Cc2ccc(NC(=O)c3ccc(C)c(NC(=O)c4c[nH]c5cc(C(F)(F)F)ccc5c4=O)c3)cc2C(F)(F)F)CC1
(38) COC(=O)c1ccc(NC(=O)c2ccccc2N(C)S(C)(=O)=O)cc1
(39) Cc1sc(N)nc1-c1cccs1
(40) CCCCn1c(SCC(=O)NNC(=O)c2ccccc2)n[nH]c1=O
(41) O=C(O)CSc1ccnc2cc(Cl)ccc12
(42) O=C(CNS(=O)(=O)c1cccc2nonc12)NCc1ccc(F)cc1

Assay by compound,37,38,39,40,41,42
CHRM5 antagonist,15&10,-2,2,-2,7,-1
CHRM4 agonist,2&2,1,0,0,0,1
M1 PAM,4&1,8,1,7,5,-1
M4 PAM,-1&-1,1,-5,3,0,-5
CHRM4 antagonist,9&1,5,2,11,0,12
M1 antag,-8&-5,-32,-5,-7,-3,-2
CRFR2-BP ag,-0.5&-2.0,1.5,0.3,1.0,0.4,-2.3
CHRM5 PAM,-5&-8,-4,0,-2,3,-2
M5 ag,-3&-3,-2,-1,2,-2,-12

(43) CC(Cl)C(=O)NN=C(c1ccccc1)c1ccccc1 (stereo not drawn)
(44) COc1cnc(SC)nc1Nc1ccc(C#N)cc1
(45) CCOC(=O)c1sc2ccccc2c1NC(=O)c1coc2ccccc2c1=O
(46) COc1ccc(N(CC(=O)N2CCN(c3cccc(C)c3C)CC2)S(=O)(=O)c2c(C)noc2C)cc1
(47) FC(F)(F)c1nc(SCc2ccc(Cl)cc2Cl)n[nH]1
(48) COc1cc(NC(C)CCCN)c2ncccc2c1Oc1ccccc1 (stereo not drawn)

Assay by compound,43,44,45,46,47,48
CHRM5 antagonist,0,-7,8,-1,12,22
CHRM4 agonist,0,2,0,0,15,1
M1 PAM,12,24,-6,9,-7,7
M4 PAM,7,4,-2,1,-16,2
CHRM4 antagonist,-6,-10,9,5,-6,8
M1 antag,-9,-19,9,-8,2,-5
CRFR2-BP ag,0.7,-0.2,1.0,1.0,25,3.4
CHRM5 PAM,11,7,-4,-1,-17,25*
M5 ag,3,-2,0,-6,4,0

(49) Cc1ccccc1N1CCN(C2CCCN(C(=O)CCC3(C)CC3)C2)CC1 (stereo not drawn)
(50) COc1cccc2c(=O)c3ccccc3oc12
(51) CCN(C(C)=O)c1nc(CCl)cs1
(52) Cc1n[nH]c(=S)n1Cc1ccccc1
(53) CC(=O)c1cccc(OCC(=O)N(C)CC(=O)NCc2ccco2)c1
(54) Cc1cc(C)n(CC2CC(=O)N(c3cc(Cl)cc(Cl)c3)C2=O)n1 (stereo not drawn)

Assay by compound,49,50,51,52,53,54
CHRM5 antagonist,19,13,-1,-3,4,3
CHRM4 agonist,1,0,0,1,1,1
M1 PAM,-7,4,10,-5,1,7
M4 PAM,-6,8,7,4,14,6
CHRM4 antagonist,11,-7,-1,4,-27,-6
M1 antag,3,-4,-14,9,-2,-7
CRFR2-BP ag,-0.5,1.6,-3.9,-1.2,0.9,0.3
CHRM5 PAM,-7,1,3,8,-1,-3
M5 ag,-8,-2,0,0,2,-1
